CHO-K1 Ca PAM = nonselective activator or artifact in parental CHO-K1 calcium assay | 0.02% of 360,000 active | activation, % at 3 µM | ATP EC20, Fluo-8 calcium fluorescence; 0% at ATP EC20, 100% at ATP max | AID 602247;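 active = activation above the run cutoff, the mean activation of all test compounds plus 3 SD, cut at about 40% in these data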;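 note: peak over basal fluorescence ratio in a 140 s read after ATP addition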
CHO parental Ca = counter-screen: ATP calcium response change in parental CHO cells | parental CHO-K1, ATP-induced calcium, Fluo-8 fluorescence | inhibition, % at 5.6 µM | AID 463079 | 0.63% of 330,000 active;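 active = inhibition above that plate's mean sample inhibition plus 3 SD, cut at about 26% in these data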;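 note: 0% = ATP-challenged DMSO wells and 100% = DMSO wells without ATP; some compounds past the cut are filed as inactive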
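Assay system: parental CHO cells; Read-out basis: percent inhibition of ATP-evoked calcium rise, normalized to controls; Benchmarks: ATP and no-ATP DMSO wells; Compound dosing: single nominal dose of 5.6 µM per compound; Signal: Fluo-8 calcium dye fluorescence; Also added: ATP as calcium-mobilizing challenge; Repeats: singlicate.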
M1 PAM = human CHRM1 positive allosteric modulation; 0.088% of 360,000 active; P11229; activation, % at 3 µM; CHO-K1 hM1, Fluo-8 calcium fluorescence, ACh EC20; 0% = ACh EC20, 100% = maximal ACh; in the data active = activation above about 19%, passing the limit was not always enough
Target sequence (P11229 whole entry, looked up): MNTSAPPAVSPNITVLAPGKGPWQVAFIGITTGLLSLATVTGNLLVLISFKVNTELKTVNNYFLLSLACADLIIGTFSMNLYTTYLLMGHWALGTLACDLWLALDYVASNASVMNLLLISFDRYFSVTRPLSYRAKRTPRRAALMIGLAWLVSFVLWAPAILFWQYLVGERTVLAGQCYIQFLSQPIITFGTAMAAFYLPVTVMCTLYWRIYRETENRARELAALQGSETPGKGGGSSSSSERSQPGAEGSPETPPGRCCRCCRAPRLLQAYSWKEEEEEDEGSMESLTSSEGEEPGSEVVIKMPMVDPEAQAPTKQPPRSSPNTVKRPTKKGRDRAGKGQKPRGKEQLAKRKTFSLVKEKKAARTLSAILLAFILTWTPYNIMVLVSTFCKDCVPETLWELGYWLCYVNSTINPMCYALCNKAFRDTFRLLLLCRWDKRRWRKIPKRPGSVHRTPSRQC
TAAR1 antag = human TAAR1 antagonism; inhibition, % at 3 µM; 1.5% of 360,000 active; CHO RD-HGA16 TAAR1, Fluo-8 calcium fluorescence, antagonist; Q96RJ0;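 active = inhibition above a per-plate cutoff, the mean inhibition of test compounds on that plate plus 3 SD, cut at about 49% in these data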;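 note: 0% = DMSO plus EC80 beta-PEA response and 100% = DMSO alone without agonist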
Target sequence (Q96RJ0 whole entry, looked up): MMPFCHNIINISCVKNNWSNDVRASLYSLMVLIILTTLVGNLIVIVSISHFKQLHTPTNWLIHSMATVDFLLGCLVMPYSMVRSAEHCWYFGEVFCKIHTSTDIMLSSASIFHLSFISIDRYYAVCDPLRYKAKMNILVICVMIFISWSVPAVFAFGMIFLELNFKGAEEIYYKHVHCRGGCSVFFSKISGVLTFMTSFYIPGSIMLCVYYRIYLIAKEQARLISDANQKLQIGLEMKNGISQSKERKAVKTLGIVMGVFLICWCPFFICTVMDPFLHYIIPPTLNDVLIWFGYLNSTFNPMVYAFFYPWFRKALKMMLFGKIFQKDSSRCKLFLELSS
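Assay system: CHO-derived RD-HGA16 cells stably expressing human TAAR1 plus Gα16. Timing: 140 s kinetic read after compound, 140 s after agonist. Technique: kinetic Fluo-8 calcium fluorescence measurement. Measure: % inhibition of agonist calcium response.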
CHO-K1 Ca ag = counter-screen for M1 agonists: effect in parental CHO-K1 cells; Fluo-8 calcium fluorescence; scaled to maximal ATP response, vehicle zero; AID 602248; activation, % at 3 µM; 0.48% of 360,000 active; in the data active = activation above about 15%;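 note: untransfected CHO-K1 host cells lacking M1 receptor as counterscreen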
CHRM1 agonist = activates human CHRM1 receptor | AID 588814 | P11229 | 0.33% of 360,000 active | activation, % at 3 µM | CHO-K1 hM1, Fluo-8 calcium fluorescence, agonist mode; 0% DMSO, 100% acetylcholine EC100;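 active = activation above the run's mean compound activation plus 3 SD, cut at about 16% in these data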;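 note: peak over basal fluorescence ratio within a 140 s kinetic read after compound addition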
CHRM1 antagonist = blocks human M1 muscarinic receptor; inhibition, % at 3 µM; P11229; AID 588852; 1.3% of 360,000 active; CHO-K1 hM1, Fluo-8 calcium fluorescence, ACh EC80 antagonist;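 active = percent inhibition above its own plate's cutoff, namely the mean of that plate's compound wells plus 3 SD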;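 note: peak over basal fluorescence ratio during 140 s after agonist addition; 0% = ACh EC80 plus DMSO and 100% = DMSO alone without agonist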
CHO-K1 Ca antag = M1 antagonist counterscreen hit in parental CHO-K1 cells. ATP-induced calcium, Fluo-8 fluorescence. AID 602250. inhibition, % at 3 µM. 0.6% of 360,000 active;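 active = inhibition above a per-plate cutoff, the plate's mean sample inhibition plus 3 SD, cut at about 24% in these data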;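 note: 0% = DMSO plus EC80 ATP and 100% = DMSO alone without ATP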
TAAR1 agonist = human TAAR1 agonism. CHO RD-HGA16 TAAR1, Fluo-8 calcium fluorescence; vehicle wells 0%, saturating PEA agonist 100%. activation, % at 3 µM. 0.99% of 360,000 active. AID 624467;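 active = activation above the mean activation of all test compounds in the run plus 3 SD, cut at about 38% in these data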
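System: CHO-derived RD-HGA16 cells with stable Gα16 and human TAAR1. Times: 17-24 h plating, Fluo-8 75 min 37 °C, 30 min RT. Measured by: calcium-sensitive Fluo-8 signal, excitation 470-495, emission 515-575 nm. Read-out basis: % activation relative to PEA EC100 response. Control set: DMSO and PEA EC100. Repeats: no replicates (n 1).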
Active calls of the source: *; nt = not tested or not shown.

cpd	SMILES	CHO-K1 Ca PAM	CHO parental Ca	M1 PAM	TAAR1 antag	CHO-K1 Ca ag	CHRM1 agonist	CHRM1 antagonist	CHO-K1 Ca antag	TAAR1 agonist
1	COc1ccc(CCN2C(=O)C3CC(C)=C(C)CC3C2=O)cc1OC (stereo not given)	19	-4	8	-3	0.9	-7	-7	-3	2
2	O=C(NC(=S)NCCCN1CCOCC1)c1ccco1	-2	-6	-5	-6	5.0	-5	1	-10	1
3	CCOC(=O)C(=CNCC(=O)OC)C(=O)OCC	16	2	3	-15	0.5	-4	0	-9	9
4	Cc1c(C(=O)NCC2CC2)sc(=O)n1Cc1cccc(F)c1	12	nt	4	3	0.1	-4	-8	-8	-1
5	Cn1ccnc1C1CCCCN1Cc1nc(Cc2cccc(C(F)(F)F)c2)no1 (stereo not given)	26	-9	-33	4	1.1	-13	54*	-19	2
6	CN(C)CCN1C(=O)NC(C)(c2ccc([N+](=O)[O-])cc2)C1=O (stereo not given)	19	-1	5	13	0.3	-5	-8	-13	3
7	CC(=O)N[C@H]1[C@H](OCc2ccccc2F)O[C@H](COC(C)=O)[C@@H](OC(C)=O)[C@@H]1OC(C)=O	22	6	1	-18	2.8	-2	-2	-14	-1
8	CC(C)C(NC(=O)c1ccccc1)C(=O)OCC(=O)N1CCN(c2ccccc2)CC1 (stereo not given)	2	-17	3	-20	0.9	-7	-6	-10	2

Structures listed so far shown as hits in CHRM1 antagonist:
| No. | SMILES | M1 PAM | TAAR1 antag | CHRM1 agonist | CHRM1 antagonist | TAAR1 agonist |
| --- | --- | --- | --- | --- | --- | --- |
| 5 | Cn1ccnc1C1CCCCN1Cc1nc(Cc2cccc(C(F)(F)F)c2)no1 (stereo not given) | -33 | 4 | -13 | 54* | 2 |

(next part)
cpd	SMILES	CHO-K1 Ca PAM	CHO parental Ca	M1 PAM	TAAR1 antag	CHO-K1 Ca ag	CHRM1 agonist	CHRM1 antagonist	CHO-K1 Ca antag	TAAR1 agonist
9	COc1ccc(-c2nnn(CC(=O)N(Cc3cccs3)C(C)C(=O)NCCC(C)C)n2)cc1OC (stereo not given)	10	-16	0	11	2.2	-3	3	-2	9
10	CCN(CC)C1CCN(C(=O)c2cc(COc3ccc(F)cc3Cl)on2)C1 (stereo not given)	-21	-15	-19	-6	0.6	2	70*	14	1
11	Cc1nc(CNS(=O)(=O)c2cc(C)c(C)cc2C)cs1	13	-4	3	-10	0.2	-2	-1	-5	2
12	Cc1ccc(Cl)cc1N1CCN(C(=S)NCc2ccco2)CC1	13	-22	-4	2	0.9	-3	4	-5	-1
13	COc1cc(C(O)c2nc(-c3cccc4cccnc34)cs2)ccc1F (stereo not given)	5	nt	4	5	3.2	1	-22	-5	2
14	CC(C)CN(C(=O)COC(=O)c1cccn1C)c1c(N)n(Cc2ccccc2)c(=O)[nH]c1=O	-4	-8	0	-17	0.3	-3	2	-3	5
15	N/C(=N\OC(=O)Oc1ccccc1)c1ccc(Cl)cc1	12	-1	7	-2	0.2	-2	-10	2	1
16	O=C(Cc1cccs1)N/N=C/c1ccccc1	18	-1	17	7	1.7	0	-19	-10	12
17	C/C(=N\Nc1ccc2nncn2n1)c1ccccn1	0	-11	5	1	0.0	-1	-14	2	2
18	CCOC(=O)C1(CCc2ccccc2)CCN(Cc2cc(OC)c(OC)cc2OC)CC1	24	-13	-2	-9	2.8	-7	-3	-25	2
19	Oc1ccc(Br)cc1-c1ccn[nH]1	-2	-6	5	-2	0.6	-5	0	13	1
20	O=C(Nc1cccc(-c2nnco2)c1)c1cccs1	-6	-3	11	9	0.3	1	-7	6	0
21	CCCCNC(=O)CCCCCNS(=O)(=O)c1ccc(OC)cc1	16	-9	10	8	0.5	-6	-13	-6	4
22	Clc1cccc(Cc2c(-c3ccccc3)nc3c4ccccc4ccn23)c1	24	nt	-8	-11	1.0	-5	-14	-23	3
23	O=C1C(=Cc2ccco2)CCCC1=Cc1ccco1	5	nt	10	13	0.2	-2	-9	-2	2
24	CCN(CC)S(=O)(=O)c1ccc(N2CCOCC2)c(NC(=O)c2ccc3ccccc3c2)c1	4	-12	9	-11	-0.5	-1	-11	-9	-1
25	COc1cccc(/C=N/NC(=O)CO/N=C(\C)c2cccs2)c1OC	18	-12	6	-1	3.9	-2	-9	-23	5
26	CCN(CC(=O)Nc1cc(Cl)ccc1C)C(=O)CSCc1ccccc1	-12	nt	-2	-20	2.5	0	2	-4	4
27	COc1ccccc1NS(=O)(=O)c1ccc(Cl)c(NC(=O)c2sc3cc(Cl)ccc3c2Cl)c1	7	1	-1	-5	0.0	-3	7	-3	2
28	C=CCOc1ccccc1CN1CCC(Oc2ccc(C(=O)N3CCCC3)cc2)CC1	1	-12	-10	-32	1.8	-4	11	-2	3
29	CC(C)(C)n1nc2c(c1NC(=O)c1cccs1)CS(=O)C2 (stereo not given)	12	1	2	10	0.3	-2	-18	-10	10
30	O=c1[nH]cnc2sc3c(c12)CCCCC3	-7	-2	-1	-18	0.7	-3	9	11	7
31	O=C1CC(N2CCN(c3ccccn3)CC2)C(=O)N1CC(c1ccccc1)c1ccccc1 (stereo not given)	16	-10	6	17	2.1	-1	11	-2	14
32	Cc1ccc2oc(=O)c3cnn(CC(=O)NC4CCCCC4C)c3c2c1 (stereo not given)	8	-16	5	-4	-0.1	4	5	-5	0
33	Brc1ccc(-c2csc(NC3=NCCCCC3)n2)cc1	4	-19	-7	-11	-1.1	-4	-6	0	1
34	N#CCCn1ccc(NC(=O)c2ccc(Cl)cc2)n1	-5	-7	-2	1	-0.1	-4	6	10	7
35	CC1Cc2ccccc2N1C(=O)COC(=O)CNC(=O)c1ccc(Br)o1 (stereo not given)	6	-13	13	-19	0.3	-4	-38	0	6
36	CCOc1ccc(C(C(=O)NCC2CCCO2)N(Cc2cccs2)C(=O)c2snc(C(N)=O)c2N)cc1 (stereo not given)	5	-5	-5	54*	11	0	10	-6	24
37	O=C(CCC(=O)N1CCN(C2CCCCC2)CC1)Nc1nnc(C(F)(F)F)s1	5	-1	6	-9	0.7	4	4	-3	-2
38	CCSc1nnc(NC(=O)CCc2ccc(OC)cc2)s1	26	-12	14	-19	0.8	-3	-10	-20	2
39	O=C(Nc1cccc(S(=O)(=O)N2CCOCC2)c1)c1ccc(Cl)c([N+](=O)[O-])c1	13	-16	-9	14	9.0	-10	2	-6	26
40	COc1cccc(NC(=O)COC(=O)CNS(=O)(=O)c2c(F)cccc2F)c1	5	-9	9	14	0.3	5	-4	1	2

Next part; the last 2 above are carried over.
cpd	SMILES	CHO-K1 Ca PAM	CHO parental Ca	M1 PAM	TAAR1 antag	CHO-K1 Ca ag	CHRM1 agonist	CHRM1 antagonist	CHO-K1 Ca antag	TAAR1 agonist
39	O=C(Nc1cccc(S(=O)(=O)N2CCOCC2)c1)c1ccc(Cl)c([N+](=O)[O-])c1	13	-16	-9	14	9.0	-10	2	-6	26
40	COc1cccc(NC(=O)COC(=O)CNS(=O)(=O)c2c(F)cccc2F)c1	5	-9	9	14	0.3	5	-4	1	2
41	Cc1ccc(S(=O)(=O)NC(C(=O)Oc2ccc3ccc(=O)oc3c2)c2ccccc2)cc1 (stereo not given)	16	-11	1	10	0.7	-5	1	-8	4
42	O=C(CCCCC(=O)NC1CCCC1)NC1CCCC1	23	-7	9	-8	1.4	-5	-6	-14	3
43	CCC1CCCCN1CCCNC(=O)C1CCN(Cc2nc(-c3ccc(Cl)cc3)oc2C)CC1 (stereo not given)	-7	-9	-6	nt	-0.3	-6	7	-4	nt
44	O=c1onc(-c2ccccc2Cl)n1-c1ccccc1Cl	-13	-18	-7	9	1.8	-5	24	4	16
45	CCCNc1c(NS(=O)(=O)c2ccc(C(C)(C)C)cc2)c(=O)oc2ccccc12	7	-8	4	-9	1.6	-1	-7	3	4
46	COCCCNCC(=O)Nc1sc(C)c(C)c1C(=O)OC	-4	-24	-9	10	-0.1	-4	-4	17	2
47	O=C(Nc1ccccc1Cl)c1cc(C2CCCN(C(=O)OCCF)C2)on1 (stereo not given)	27	nt	6	-32	1.0	-4	-10	-5	-1
48	Cn1nccc1C(=O)N/N=C/c1cccnc1	-21	-9	-7	0	0.1	-1	7	5	2
49	COc1ccc(/C=N/Nc2ccc(C(F)(F)F)cc2[N+](=O)[O-])cc1	-3	-9	6	17	1.5	0	-6	10	-2
50	COc1ccc(N/C=C2/CCCCC2=O)cc1	23	-12	5	-17	0.9	-3	-5	-17	6
51	O=C(CSc1nnc(COc2ccc(Br)cc2)o1)NC1CCCCC1	4	-11	-1	-15	0.7	-5	3	-5	3
52	Cn1c(C(O)c2ccc(Cl)cc2)nc(Cl)c1Cl (stereo not given)	17	-8	4	-9	0.4	-4	-5	-18	1
53	Cc1cc(C)cc(N(CC(=O)NC2CCCC2)C(=O)CCC(=O)Nc2nccs2)c1	3	-6	1	1	4.6	-5	4	-4	-2
54	Cc1ccc(SC(C)C(=O)O/N=C(\N)c2ccncc2)cc1 (stereo not given)	7	-8	1	-17	3.4	-2	-4	-4	-3
55	CCOC(=O)Cc1nc(-c2cccc(C(F)(F)F)c2)no1	4	-15	-6	15	-0.5	-4	14	-15	2
56	COC(=O)C1=CN(Cc2cccs2)C=C(C(=O)OC)C1c1cccc(O)c1	-11	-22	2	-1	-0.6	-2	-1	-1	4
57	COc1ccc(CN(Cc2ccc(OC)cc2)C(=O)c2cccs2)cc1	20	-23	3	10	1.5	-3	-4	-9	5
58	CC1Sc2ccc(S(=O)(=O)CCC(=O)NC3CCCCC3C)cc2NC1=O (stereo not given)	-10	-18	-2	12	5.2	0	3	-14	1
59	Cc1ncc(CO)c2c1Oc1nc(-c3ccccc3)nc(SCC(=O)N3CCCCC3)c1C2	-13	-27	-9	41	5.4	0	23	9	9
